Screens: PubChem, Broad Institute
RAD54 inh: blocks human RAD54 Holliday junction branch migration. AID 602329. hit rate 0.14% among 360,000. inhibition, % at 10.4 µM. FAM/BHQ fluorescence. Q92698;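 active = mean normalized replicate activity at least 40 and at least half of replicates scoring 40 or more; inconclusive = only one of the two criteria met; inactive = mean below 40 and under half of replicates reaching 40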;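 note: 0% = median of neutral control wells and 100% = median of positive control wells; inhibitors cause a drop in the FAM fluorescence signal; in these data hits start at about 50%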
Target sequence (Q92698 whole entry, looked up): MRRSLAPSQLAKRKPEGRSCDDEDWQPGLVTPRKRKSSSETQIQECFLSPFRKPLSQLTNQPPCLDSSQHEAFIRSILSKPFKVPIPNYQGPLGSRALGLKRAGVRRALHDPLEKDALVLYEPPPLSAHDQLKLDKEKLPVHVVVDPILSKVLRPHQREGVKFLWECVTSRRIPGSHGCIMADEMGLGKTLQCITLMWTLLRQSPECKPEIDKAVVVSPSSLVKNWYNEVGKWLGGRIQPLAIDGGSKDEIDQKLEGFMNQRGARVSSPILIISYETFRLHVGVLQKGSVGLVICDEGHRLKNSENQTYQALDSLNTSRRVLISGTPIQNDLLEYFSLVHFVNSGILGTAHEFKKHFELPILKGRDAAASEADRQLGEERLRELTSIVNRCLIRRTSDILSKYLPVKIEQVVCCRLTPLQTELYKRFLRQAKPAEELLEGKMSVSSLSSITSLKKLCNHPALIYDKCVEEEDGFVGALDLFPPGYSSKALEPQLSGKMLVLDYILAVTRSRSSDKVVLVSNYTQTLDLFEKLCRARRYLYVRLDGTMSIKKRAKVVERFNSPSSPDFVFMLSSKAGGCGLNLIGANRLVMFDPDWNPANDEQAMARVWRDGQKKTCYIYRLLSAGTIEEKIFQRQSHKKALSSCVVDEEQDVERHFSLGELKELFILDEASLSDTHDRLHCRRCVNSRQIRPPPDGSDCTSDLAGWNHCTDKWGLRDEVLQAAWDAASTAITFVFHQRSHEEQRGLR
E-sel inducer: E-selectin induction on HUVECs. P16581. HUVEC E-selectin immunofluorescence imaging; normalized: neutral wells 0, TNF-alpha wells 100. activation, % at 7.58 µM. hit rate 0.37% among 260,000;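 active = mean E-selectin-positive cell signal at least 10% of the positive control, reached in at least 60% of replicates, without over 20% cell loss; inconclusive = no rule given, readout overlaps actives, possibly toxicity-flagged; inactive = the rest, including those meeting only one limit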;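 note: in these data hits start at about 27%; measured in HUVEC primary endothelial cells; signal is the percent of cells scored E-selectin positive by PE staining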
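System: HUVEC / Compound: single concentration / Signal: immunofluorescence imaging / Read-out: percent E-selectin-positive cells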
S100A4 MyoIIA: S100A4-myosin IIA interaction inhibition; P26447; S100A4/TAMRA-MyoIIA peptide fluorescence polarization; inhibition, % at 10.7 µM; hit rate 0.14% among 360,000;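 active = mean inhibition of at least 70% across replicates, with every replicate also reaching that level; inconclusive = mean inhibition reaches 70% but some replicates fall short; inactive = mean inhibition below 70%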
Target sequence (P26447 whole entry, looked up): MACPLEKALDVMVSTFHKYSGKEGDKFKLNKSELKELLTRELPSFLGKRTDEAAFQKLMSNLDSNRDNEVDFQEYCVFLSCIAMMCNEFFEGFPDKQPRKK
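Material: S100A4 monomer protein / Buffer or medium: 50 mM HEPES pH 7.2, 10 mM CaCl2, 100 mM KCl / Times: 5 min incubation before reading / Benchmarks: neutral control DMSO, positive control TFP / Reagent: labelled myosin peptide probe, 5 nM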
FN deposit inh: fibronectin deposition inhibition. inhibition, % at 12.6 µM. hit rate 0.086% among 350,000. AH1F fibroblasts, Alexa488-fibronectin deposition fluorescence, overnight;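 active = mean inhibition across replicates of 30% or more, regardless of how many single replicates reach that level; inconclusive = mean under 30% yet at least half of replicates reach 30%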;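 note: positive control wells lacked labelled fibronectin entirely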
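Assay system: AH1F fibroblasts / Quantity: 10000 cells per well / Medium: DMEM plus 2% serum, read in PBS / Reagent: labelled fibronectin 24 nM / Dosing: single dose, pinned / Times: 1 h cell attachment, overnight exposure to compound and label / Signal: fluorescence, ex 485 nm, em 525 nm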
esBAF inh: SWI/SNF esBAF complex inhibition. mouse ES cells, Bmi1-luciferase knock-in reporter, 24 h; 100% = twice the neutral-well signal. reporter increase, % at 12.5 µM. hit rate 2% among 350,000; in the data active = activation above about 40%; inconclusive = no clear call, values can overlap the other calls;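 note: 0% = median of the plate's neutral control wells and 100% = double that signal; a rise in the Bmi1 reporter signal indicates esBAF inhibition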
RAD52 anneal inh: blocks human RAD52 DNA annealing. P43351. recombinant RAD52 DNA annealing, FRET fluorescence. inhibition, % at 18.7 µM. hit rate 0.46% among 360,000. AID 651710;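 active = every replicate showing at least 50% inhibition; inconclusive = mean inhibition at least 50% but not in every replicate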
EWS-Fli inh: blocks EWS/Fli oncoprotein-driven transcription | inhibition, % at 12.6 µM | A673 NR0B1-luciferase reporter, viability-normalised | hit rate 0.67% among 350,000 | AID 651661;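 active = mean inhibition of at least 50% after viability correction, with every replicate also passing that limit; inconclusive = mean reaches 50% but only one of two replicates passes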;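 note: firefly luciferase signal divided by Alamar Blue viability fluorescence both relative to DMSO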
Xi reactivation: reactivates the inactive X chromosome in mouse fibroblasts; hit rate 0.055% among 360,000; activation, % at 7.58 µM; XiGFP mouse fibroblasts, % GFP-positive cells imaging, 3 d; cells co-treated with 5-aza-dC sensitizer; scaled so ellipticine positive control = 100%;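 active = mean normalized replicate activation at least 10% and every replicate at or above 10%; inconclusive = only one of the two criteria met; inactive = mean below 10% and not all replicates reach 10%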;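 note: 0% = median of on-plate neutral control wells and 100% = ellipticine 6 µM median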
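Material: XiGFP fibroblasts, SV40-immortalized; Buffer or medium: DMEM containing 5-aza-dC; Compound dosing: single point; Times: 3 days compound exposure.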
* = called active by the depositor; u = inconclusive; x = not tested or not shown.

SMILES	RAD54 inh	E-sel inducer	S100A4 MyoIIA	FN deposit inh	esBAF inh	RAD52 anneal inh	EWS-Fli inh	Xi reactivation
Cc1ccc(Cn2c(=N)c(S(=O)(=O)c3ccc(C)cc3)cc3c(=O)n4ccccc4nc32)cc1	-1.5	0.1	-4.3	-11.7	-3.7	-296.4	6.1	0.3
CCN(C(=O)CSc1nc2n[nH]c(C)c2c(=N)n1-c1ccc(Cl)c(C)c1)c1cccc(C)c1	-0.6	x	-5.3	8.1	10.5	-12.3	21.0	0.0
C[C@@H]1CN([C@H](C)CO)C(=O)c2cc(C#CCc3ccccc3)cnc2O[C@@H]1CN(C)Cc1cccnc1	-3.8	0.5	53.1	2.8	-4.8	-42.9	-6.5	0.8
CCc1cc2c(=O)c(-c3nc4ccccc4[nH]3)coc2c(CN2CCCCC2C)c1O (configuration not stated)	5.5	x	1.8	1.4	x	-25.0	5.6	-0.4
OC[C@@H]1[C@H](c2ccc(C#Cc3ccccc3)cc2)[C@H]2CN(Cc3cncnc3)CCCCN12	-1.7	-0.2	-2.3	x	x	18.5	-17.6	0.2
Cc1ccc(SCCNC(=O)c2ccc(CN3CCOCC3)cc2)cc1	-6.2	x	-0.2	2.2	0.7	-8.4	1.8	0.0
O=C(C[C@@H]1C[C@H]2c3cc(NC(=O)C4CCOCC4)ccc3O[C@H]2[C@H](CO)O1)NC1CCCC1	3.9	-0.1	-8.9	-0.4	-5.9	-16.2	-2.4	0.0
O=Cc1ccc(OCc2cccc(C(F)(F)F)c2)cc1O	x	6.4	-0.4	10.8	x	-1.0	-3.2	0.0
COc1ccc(CN2CCN(C(=O)c3ccco3)CC2)c(OC)c1OC	-10.5	-0.1	-0.9	3.9	-0.6	-19.1	6.8	-0.1
C/C=C/c1ccc2c(c1)O[C@H](CN(C)C(=O)c1cnccn1)[C@H](C)CN([C@@H](C)CO)S2(=O)=O	-1.4	-0.1	-2.4	4.0	-3.5	9.2	-7.4	0.3
C[C@@H]1ON(C)[C@H]2C[C@H]3c4cc(-c5cccc(F)c5)ccc4CCN3C(=O)[C@@H]12	-18.9	x	-1.8	7.4	-2.0	-12.7	3.8	u
C[C@H]1CN([C@@H](C)CO)C(=O)c2cccc(NC(=O)c3cnccn3)c2O[C@H]1CN(C)C(=O)Nc1ccc2c(c1)OCO2	-12.0	0.1	-5.2	-3.8	1.4	6.8	3.0	-0.2
CCc1ccccc1NC(=O)C1CCCN1S(=O)(=O)c1ccc(-c2ccc(=O)[nH]n2)s1 (configuration not stated)	3.5	x	-3.5	2.1	9.9	-40.0	6.7	0.3
COc1ccccc1NC(=O)c1ccc(NC(=O)CSc2ncccn2)cc1	x	-0.2	2.9	-20.4	x	-24.2	-23.8	-0.1
COc1ccc2c(c1OC)C(=O)N(c1ccc(O)cc1)C2=O	x	x	0.8	6.9	x	-6.0	6.5	0.0

Looked up one by one from above:
SMILES	RAD54 inh	E-sel inducer	S100A4 MyoIIA	FN deposit inh	esBAF inh	RAD52 anneal inh	EWS-Fli inh	Xi reactivation
COc1ccccc1NC(=O)c1ccc(NC(=O)CSc2ncccn2)cc1	x	-0.2	2.9	-20.4	x	-24.2	-23.8	-0.1
COc1ccc(CN2CCN(C(=O)c3ccco3)CC2)c(OC)c1OC	-10.5	-0.1	-0.9	3.9	-0.6	-19.1	6.8	-0.1
C/C=C/c1ccc2c(c1)O[C@H](CN(C)C(=O)c1cnccn1)[C@H](C)CN([C@@H](C)CO)S2(=O)=O	-1.4	-0.1	-2.4	4.0	-3.5	9.2	-7.4	0.3
CCc1cc2c(=O)c(-c3nc4ccccc4[nH]3)coc2c(CN2CCCCC2C)c1O (configuration not stated)	5.5	x	1.8	1.4	x	-25.0	5.6	-0.4
Cc1ccc(SCCNC(=O)c2ccc(CN3CCOCC3)cc2)cc1	-6.2	x	-0.2	2.2	0.7	-8.4	1.8	0.0

(further entries)
SMILES	RAD54 inh	E-sel inducer	S100A4 MyoIIA	FN deposit inh	esBAF inh	RAD52 anneal inh	EWS-Fli inh	Xi reactivation
COc1cccc(-c2ccc3n(c2=O)C[C@@H]2[C@@H](CO)[C@H](C(=O)NCC4CC4)N(C(C)=O)[C@H]32)c1	-5.2	-0.1	-38.1	x	5.5	4.2	9.2	0.3
C[C@H]1CN([C@@H](C)CO)C(=O)c2cc(C#CC3CC3)cnc2O[C@@H]1CN(C)C(=O)Nc1ccccc1	2.8	0.4	-8.1	x	-7.1	1.8	15.3	-0.2
NC1=NC(=O)/C(=C/c2ccccc2OCC(=O)Nc2ccc(F)cc2)S1	1.4	-0.2	-0.6	-2.4	-3.3	26.6	-9.6	0.0
COc1ccccc1S(=O)(=O)N[C@@H]1CC[C@@H](CC(=O)NCc2cc(F)cc(F)c2)O[C@@H]1CO	x	0.3	1.2	x	x	1.1	25.2	-0.9
O=C(c1ccccc1F)N1CC[C@H]2[C@H](CO)Nc3ccc(-c4ccccc4)cc3[C@H]21	-0.6	0.8	4.5	-5.0	3.1	19.6	6.2	0.0
COc1ccc(C(=O)Nc2ccc3c(c2)OCCO3)c(OC)c1	10.1	1.5	5.2	1.5	0.0	-12.4	-34.0	0.1
Cc1noc(C)c1NC(=O)N(C)C[C@@H]1Oc2ccc(NC(=O)CCCCCC(=O)Nc3ccccc3N)cc2CC(=O)N([C@H](C)CO)C[C@H]1C	-6.7	1.2	13.0	-9.1	3.2	-1.2	-13.6	-0.6
COc1ccc(S(=O)(=O)N(C)C[C@H]2Oc3ccc(NC(=O)Nc4c(C)noc4C)cc3C(=O)N([C@H](C)CO)C[C@H]2C)cc1	1.2	45.3*	3.8	x	-1.6	-11.0	-0.5	0.0
Cc1ccc(S(=O)(=O)N[C@H]2CC[C@@H](CCn3cc(-c4ccccc4F)nn3)O[C@@H]2CO)cc1	0.8	-0.2	-16.4	x	2.1	6.5	4.2	-0.1
CO[C@H]1CN(C)C(=O)c2cc(NC(=O)NC(C)C)ccc2OC[C@@H](C)N(C(=O)CN(C)C)C[C@@H]1C	4.4	-0.1	-31.7	-1.4	3.0	-0.8	-1.4	0.3
CCOC1=C2CN(S(=O)(=O)c3ccc(C)cc3)CC[C@@H]2N(S(=O)(=O)c2ccc(C)cc2)[C@H](c2ccccc2)C1	8.6	-0.3	1.1	1.0	1.0	9.6	5.1	1.3
Cn1cc(/C=N\O)nc2c(=O)n(-c3ccccc3)c(=O)nc1-2	x	x	2.7	x	x	-62.7	-3.1	0.3
Cc1ccnc(NC(=O)c2ccc3c(c2)S(=O)(=O)c2ccccc2C3=O)c1	-0.4	2.5	1.3	-10.1	x	-13.6	-49.8	-0.1
CC(=O)n1c(=O)c2ccccc2c(=O)n1-c1ccccc1	4.9	0.1	-16.9	-1.4	8.7	-4.7	2.7	0.2
CCOC(=O)c1c(S(=O)(=O)N2CCCC(C)C2)c(C)n(C)c1C (configuration not stated)	3.4	x	-0.6	12.7	1.5	-2.8	-0.6	0.0
CCOc1ccc(C(=O)NC(=S)NCc2cccnc2)cc1[N+](=O)[O-]	x	-0.2	2.2	7.7	x	-6.6	8.7	0.1
CC(C)NC(=O)Nc1ccc2c(c1)C(=O)N([C@H](C)CO)C[C@H](C)[C@@H](CN(C)Cc1ccc3c(c1)OCO3)OCCCC[C@H](C)O2	3.3	x	x	4.6	1.6	x	3.0	-0.1
COc1ccc(/C=C(\C#N)C(=O)NCC(c2ccc(F)cc2)N2CCOCC2)cc1 (configuration not stated)	1.9	-0.1	-0.9	-0.2	0.4	-18.2	11.2	-0.1
C[C@@H]1CN([C@H](C)CO)C(=O)Cc2cc(N(C)C)ccc2O[C@@H]1CN(C)S(C)(=O)=O	-2.9	0.0	3.0	2.9	-0.6	-4.9	-10.0	-0.1
CN(C)CC(C)(C)CNC(=S)Nc1cc(S(=O)(=O)N2CCOCC2)ccc1Cl	x	x	-1.9	x	x	-7.5	5.8	-0.1
Cc1cccc(S(=O)(=O)N2C[C@@H]3[C@H](c4ccccc42)[C@H](CO)N3CC2CCCC2)c1	-4.2	0.0	0.7	-8.1	-4.3	6.3	4.0	0.0
CC1(C)CC(=O)C=C(Nc2ccc(F)c(Cl)c2)C1	-7.8	-0.1	2.9	-0.8	-5.4	-11.4	18.0	0.1
CCOC(=O)C1CCN(C(=O)Cn2ncc3c([nH]c4ccccc43)c2=O)CC1	8.9	x	-4.2	0.1	-2.7	-5.3	x	0.0
Nc1nn2cc(-c3ccc(Br)cc3)nc2c2ccccc12	5.1	0.4	1.4	2.1	u	-32.5	-84.3	0.0
COc1ccc(OC)c(C(=O)NC2CCCc3c2cnn3-c2cc(C)cc(C)c2)c1 (configuration not stated)	9.9	-0.1	-2.3	13.0	-2.7	-2.1	-17.0	-0.2
C/C(=N/Nc1nc(C)cc(C)n1)c1ccc(Br)cc1	-3.4	0.0	1.5	3.0	-8.2	-5.5	3.5	0.0
C[C@H](CO)N1C[C@H](C)[C@@H](CN(C)C(=O)c2cccnc2)Oc2cc(C#CC3(O)CCCC3)ccc2S1(=O)=O	4.2	x	10.4	x	5.5	-2.8	-2.6	0.0
COC1CCCN(Cc2c(C(=O)N3CCN(C4CCCCC4)CC3)nc3ccccn23)C1 (configuration not stated)	-20.0	0.0	4.6	1.2	-10.9	-27.1	x	0.0
CCOC(=O)N1CCN(CC(O)c2ccc3cc[nH]c3c2)CC1 (configuration not stated)	-17.3	x	3.2	5.0	3.3	1.1	8.6	0.1
CO[C@@H]1CN(C)C(=O)c2ccc(NS(=O)(=O)c3ccc(C)cc3)cc2OC[C@@H](C)N(Cc2nccs2)C[C@@H]1C	-5.4	-0.5	9.2	-9.0	-0.2	-14.9	-4.7	0.0
CCCN1Cc2cccc(C(=O)Nc3ccc4c(c3)OCCO4)c2C1=O	-1.5	0.1	0.0	-2.7	-3.0	-3.4	-4.1	0.0
O=C(NCc1ccncc1)c1cc(C(=O)C2CC2)c[nH]1	x	4.4	3.6	3.0	x	-8.6	5.0	0.0
COc1cccc(NC(=O)CN(C)C(=O)CC2CC3CCC2C3)c1 (configuration not stated)	-1.8	x	-3.2	2.2	x	-3.1	-9.3	0.2
O=S(=O)(c1ccc(NC(=S)NC2CCCC2)cc1)N1CCCC1	x	1.1	-0.1	-3.9	x	-17.5	9.5	0.0
COc1ccc(NC(=O)CSc2nnc(CCC(=O)O)c(=O)n2N)cc1	x	-6.1	-0.7	-2.6	3.9	-5.0	-9.5	0.1

Profiles from above:
O=C(NCc1ccncc1)c1cc(C(=O)C2CC2)c[nH]1 in the list: RAD54 inh: x; E-sel inducer: 4.4; S100A4 MyoIIA: 3.6; FN deposit inh: 3.0; esBAF inh: x; RAD52 anneal inh: -8.6; EWS-Fli inh: 5.0; Xi reactivation: 0.0
O=S(=O)(c1ccc(NC(=S)NC2CCCC2)cc1)N1CCCC1 in the list: RAD54 inh: x; E-sel inducer: 1.1; S100A4 MyoIIA: -0.1; FN deposit inh: -3.9; esBAF inh: x; RAD52 anneal inh: -17.5; EWS-Fli inh: 9.5; Xi reactivation: 0.0
